KCNK3 block – human KCNK3 channel inhibition, primary screen. CHO-KCNK3 thallium flux, FluxOR fluorescence; stronger effect = lower value. AID 602410. B-score at 10 µM. 0.84% of 340,000 active. O14649;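 active means B-score under library mean minus 4 SD, starting fluorescence ratio at most library mean plus 5 SD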;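 further: more negative B-score means stronger inhibition of thallium flux through KCNK3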
hERG rescue – compounds protecting human hERG from proarrhythmic drug block; Q12809; CHO-hERG, FluxOR thallium flux, dofetilide IC70 present; activation (rescue from dofetilide block), less the hit threshold, % at 10 µM; 0.51% of 310,000 active;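 active means activation above the mean of controls blocked by dofetilide plus 5 SD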;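 further: thallium influx through hERG after potassium depolarization seen as dye fluorescence rise; in these data hits start at about 4.7%; inactives centre near -7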
TRPC4 potent – allosteric potentiators of mouse TRPC4 channel. Q9QUQ5. HEK293 TRPC4beta/mu-opioid, DAMGO EC20, Fluo-4 Ca2+ flux; stronger effect = higher value. B-score at 10 µM. 0.42% of 310,000 active;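 active means B-score of calcium response area above 5 SD of library B-scores, with initial fluorescence ratio within 5 SD of library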;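 further: B-score of integrated fluorescence ratio over time as area under calcium response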
Dyrk1A ADPGlo – blocks rat Dyrk1A kinase activity | Q63470 | ADP-Glo luminescence, NFATc1 peptide | inhibition, % at 12.5 µM | 0.43% of 310,000 active | AID 504441; in the data active means inhibition above about 50%;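 further: plate controls were vehicle with enzyme for no effect and no enzyme for full effect; many of its hits are not listed in these tables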
HDAC3 inhib – inhibitors of human histone deacetylase 3; O15379; recombinant HDAC3, fluorogenic peptide/trypsin coupled, fluorescence; inhibition, % at 8.3 µM; 0.15% of 320,000 active; in the data active means inhibition above about 26%, passing the limit was not always enough; inconclusive means no clear call, values can overlap the other calls
Target sequence (O15379 whole entry, looked up): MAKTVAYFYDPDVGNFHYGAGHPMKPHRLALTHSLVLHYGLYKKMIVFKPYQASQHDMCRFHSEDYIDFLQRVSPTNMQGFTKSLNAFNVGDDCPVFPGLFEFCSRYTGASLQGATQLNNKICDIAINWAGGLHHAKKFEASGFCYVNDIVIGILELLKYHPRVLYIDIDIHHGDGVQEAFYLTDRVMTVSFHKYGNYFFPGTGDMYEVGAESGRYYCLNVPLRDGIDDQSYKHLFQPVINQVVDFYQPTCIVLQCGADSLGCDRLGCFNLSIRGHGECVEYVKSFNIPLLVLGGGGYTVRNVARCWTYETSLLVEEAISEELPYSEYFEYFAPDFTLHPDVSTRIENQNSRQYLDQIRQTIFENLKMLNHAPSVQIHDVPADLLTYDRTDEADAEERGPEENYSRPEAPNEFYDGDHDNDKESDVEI
KCNQ1 pot – potentiators or activators of human KCNQ1 potassium channel; P51787; CHO-K1 KCNQ1, thallium flux FluxOR fluorescence; stronger effect = higher value; B-score at 10 µM; 0.35% of 310,000 active; AID 2648;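 active means fluorescence ratio B-score, a plate-corrected score, at least three library SD, with initial intensity B-score within 5 SD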
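Assay system: CHO-K1 cells stably expressing KCNQ1. Medium: assay buffer for compound exposure, DMSO matched across wells. Timing: 37 °C overnight plating, 90-min dark dye load, 20-min compound pretreatment. Signal: kinetic FluxOR fluorescence, 10 s baseline plus 110 s post-stimulus.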
KCNK9 block – blocks the human KCNK9 two-pore domain potassium channel. HEK293 KCNK9, FluxOR thallium flux fluorescence; stronger effect = lower value. B-score at 10 µM. 1.2% of 310,000 active;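 active means ratio B-score over 3 SD below the library mean, with starting fluorescence within 5 SD of its mean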;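 further: negative B-score means less thallium flux so channel inhibition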
Target sequence (Q9NPC2 whole entry, looked up, the tested form may be a part): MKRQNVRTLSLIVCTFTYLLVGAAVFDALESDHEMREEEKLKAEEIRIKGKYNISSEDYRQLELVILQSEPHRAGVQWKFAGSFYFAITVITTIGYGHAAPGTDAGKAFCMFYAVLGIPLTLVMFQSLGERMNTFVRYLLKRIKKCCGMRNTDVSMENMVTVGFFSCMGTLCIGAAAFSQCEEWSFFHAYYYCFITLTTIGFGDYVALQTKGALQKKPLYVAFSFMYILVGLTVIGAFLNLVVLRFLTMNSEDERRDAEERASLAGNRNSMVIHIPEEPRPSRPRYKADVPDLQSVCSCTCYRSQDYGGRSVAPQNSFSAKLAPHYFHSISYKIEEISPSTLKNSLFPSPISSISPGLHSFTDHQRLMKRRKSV
ANO1 block – mouse TMEM16A channel inhibition, primary screen; HEK293 TMEM16A/YFP iodide influx fluorescence, ionomycin; 1.2% of 310,000 active; normalized B-score (activity score, 25-100; higher = stronger inhibition) at 10 µM; Q8BHY3;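 active means ratio plate-corrected score three or more library SD toward inhibition, starting fluorescence score within five deviations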;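 further: score derived from kinetic fluorescence span divided by baseline fluorescence per well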
TMEM16A act – mouse TMEM16A channel activation, primary screen; Q8BHY3; HEK293 TMEM16A/YFP-H148Q/I152L, iodide quench fluorescence; stronger effect = lower value; B-score at 10 µM; 0.3% of 340,000 active;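 active means fluorescence-ratio B-score plate-corrected deviation score at least 3 library SD below zero, with starting fluorescence score within 5 deviations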;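 further: channel opened by trigger with iodide after compound preincubation; score built on the fluorescence ratio of max minus min over baseline; more negative score means more quench and so TMEM16A activation or potentiation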
KCNQ1 block – blocks the human KCNQ1 potassium channel. P51787. CHO-K1 KCNQ1, FluxOR thallium flux fluorescence; stronger effect = higher value. B-score at 10 µM. 1.3% of 310,000 active. AID 2642;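 active means compounds whose thallium flux B-score, printed positive for inhibition, exceeds three library SD while starting fluorescence stays within three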;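 further: channel opened by potassium depolarization with thallium stimulus after 20 min compound exposure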
TRPC4 agonist – opens the mouse TRPC4 cation channel; Q9QUQ5; HEK293 TRPC4beta/mu-opioid, Fluo4 calcium fluorescence; stronger effect = higher value; B-score at 10 µM; 0.49% of 310,000 active; AID 2237;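 active means B-score above 5 SD of library B-scores, and initial fluorescence ratio not above library mean plus 5 SD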;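 further: positive B-score marks a calcium rise read as TRPC4 activation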
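Assay system: HEK293 stable line with TRPC4beta plus mu-opioid receptor. Times: dye 45 min RT, read 110 s. Measured by: kinetic Fluo4 calcium fluorescence. Measure: B score of integrated ratio. Controls: assay buffer as low control, maximal DAMGO as high control.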
The depositor's hits bear a star; i = inactive; ? = inconclusive; . = not tested or not shown.

SMILES	KCNK3 block	hERG rescue	TRPC4 potent	Dyrk1A ADPGlo	HDAC3 inhib	KCNQ1 pot	KCNK9 block	ANO1 block	TMEM16A act	KCNQ1 block	TRPC4 agonist
COC(=O)c1sccc1NC(=O)c1ccnn1C	i	-6.1	i	-7.6	-1.5	i	i	i	i	i	i
COc1ccc2c(c1)C(=NNc1ccc(C(=O)O)cc1)c1cc(OC)ccc1-2	i	-7.7	i	83.2*	4.5	i	i	i	i	i	i
Cc1cccc(C(=O)Nc2nsc(N)n2)c1	i	-10.1	i	5.7	8.6	i	i	i	i	i	i
CN(CCCC(=O)NC1CC(C)(C)NC(C)(C)C1)S(=O)(=O)c1ccc([N+](=O)[O-])cc1	i	-0.4	i	-3.9	3.2	i	i	i	i	i	i
COC(=O)c1cc(-c2cccs2)[nH]n1	i	-9.8	i	1.1	4.3	i	i	i	i	i	i
N#CCCn1cc(C(=O)N2CCOCC2)c(-c2ccc3c(c2)OCCO3)n1	i	1.9	i	2.1	-6.7	i	i	i	i	i	i
CCCCn1c(=O)nc2n(-c3ccc(OC)cc3)c3ccccc3cc-2c1=O	i	-10.3	i	-36.3	?	i	i	i	i	i	i
CCCCOC(=O)C1=C(C)NC(=O)NC1c1cccc([N+](=O)[O-])c1 (centres undefined)	i	-10.9	i	-0.6	1.9	i	i	i	i	i	i
COc1ccc(NC(=O)OCCn2c([N+](=O)[O-])cnc2C)cc1	i	-7.4	i	0.2	5.0	i	i	i	i	i	i
CC(=O)Nc1sc2c(c1C(c1cccc(F)c1)N1CCN(CCO)CC1)CCCC2 (centres undefined)	i	-6.5	i	-5.7	7.5	i	i	i	i	i	i
COc1ccc2cc(CN(CCc3ccccc3)Cc3nnnn3CC3CCCO3)c(=O)[nH]c2c1 (centres undefined)	i	-17.4	i	11.8	-3.2	i	i	i	i	i	i
COc1ccc(NS(=O)(=O)c2ccc(S(=O)(=O)N(C)C)cc2)cc1S(N)(=O)=O	i	-8.8	i	-4.7	-5.3	i	i	i	i	i	i
Cc1cc(C)nc(NS(=O)(=O)c2ccc(NC(=O)c3cccc(N4C(=O)CCC4=O)c3)cc2)n1	i	-2.5	i	1.3	0.3	i	i	i	i	i	i
CC(C)(C)NCCOCCOc1ccc(Cl)cc1C(C)(C)C	i	-5.4	i	6.2	4.6	i	i	i	i	i	i
COc1ccc(-c2nc3c4ccccc4ccn3c2CN2CCCCC2)cc1	i	-28.7	i	0.1	-10.0	i	i	i	i	i	i
Cc1nc2c(C)cccc2cc1C(=O)N/N=C/c1cccc([N+](=O)[O-])c1	i	-5.4	i	-3.9	2.4	i	i	i	i	i	i
CC(C)(C)c1csc(NC(=O)Cc2ccc(S(=O)(=O)N3CCOCC3)s2)n1	i	-6.7	i	2.3	.	i	i	100*	i	9*	i
N#CCC(=N)N1CCN(c2ccccc2)CC1	i	-4.6	i	8.8	0.9	i	i	i	i	i	i
CCOC(=O)Oc1ccc2c(=O)c(Oc3cc(C)cc(C)c3)coc2c1	i	-11.8	i	0.7	2.0	i	i	i	i	i	i
O=c1c(-c2ccc(F)cc2)coc2c3c(ccc12)OCCO3	i	-9.0	i	-2.9	12.2	i	i	i	i	i	i
CC1CCN(c2ccc(/C=N\Nc3nncn3N)cc2[N+](=O)[O-])CC1	i	.	.	-1.2	8.9	.	.	i	i	.	.
CC(=O)Nc1nnc(SCC(=O)c2ccc3c(c2)Cc2ccccc2-3)s1	i	-5.9	i	7.3	0.5	i	i	i	i	i	i
CCOC(=O)c1ccc(NC(=O)CN2CCN(Cc3ccccc3)CC2)cc1	i	-1.7	i	-0.1	1.8	i	i	i	i	i	i
COc1ccc(-c2cn3cc(C(F)(F)F)cc(Cl)c3n2)cc1	i	-7.5	i	.	1.4	i	i	i	i	i	i
Cc1ccc(C(=O)N2CCc3cc4c(cc3C2C)OCCCO4)cc1 (centres undefined)	i	-6.5	i	-2.0	1.1	i	i	i	i	i	i
CCOc1ccccc1N=C1SC(CC(=O)Nc2ccc(OC)cc2OC)C(=O)N1CCC1=CCCCC1 (centres undefined)	i	-5.4	i	-4.5	1.7	i	i	i	i	i	i
O=C(Nc1ccc(N2CCCCC2)cc1)c1ccccn1	i	-3.7	i	12.7	1.4	i	i	i	i	i	i
O=c1c2c3c(sc2ncn1/N=C/c1ccccc1)CCCC3	i	-8.4	i	12.7	-1.5	i	i	i	i	i	i
NC(=O)COC(=O)c1ccc2c(c1)S(=O)(=O)c1ccccc1C2=O	i	-11.3	i	4.6	-3.4	i	i	i	i	i	i
O=C(CN1C(=O)NC(Cc2c[nH]c3ccccc23)C1=O)Nc1cccc(S(=O)(=O)N2CCOCC2)c1 (centres undefined)	i	-9.5	i	-4.5	-5.3	i	i	i	i	i	i
Cc1cc(C)c(NC(=O)c2ccc(S(=O)(=O)N(C)C)cc2)c(C)n1	i	-10.1	i	.	9.0	i	i	i	i	i	i
CC(C)c1nc(SCC(=O)Nc2ccc3c(c2)OCO3)n[nH]1	i	-5.7	i	6.4	1.9	i	i	i	i	i	i
CCn1ccnc1C(O)c1ccc(N(C)C)cc1 (centres undefined)	i	-5.0	i	8.5	-0.1	i	i	i	i	i	i
Cc1ccc(C(=O)/C=C/c2ccc3c(c2)OCO3)o1	i	-9.1	i	48.1	4.0	i	i	i	i	i	i
O=C(c1ccccc1)N1CCN(c2ccc([N+](=O)[O-])c(NCc3cccnc3)c2)CC1	i	-4.8	i	4.9	.	i	i	i	i	i	i
CCOC(=O)c1c(C)n(OCc2ccccc2)c2ccc3c(no[n+]3[O-])c12	i	-4.7	i	-0.4	3.0	i	i	i	i	i	i
Cc1ccc(C(=O)C(C)OC(=O)CN2C(=O)NC3(CCCC3)C2=O)cc1 (centres undefined)	i	-14.0	i	-5.8	-0.5	i	i	i	i	i	i
Cc1ccc(C)c(C(=O)NC2CC(C)(C)NC(C)(C)C2)c1	i	-12.6	i	5.0	-5.3	i	i	i	i	i	i
CCN(CC)S(=O)(=O)c1ccc2c(c1)nc(CCC(=O)Nc1ccc3c(c1)OCO3)n2C	i	-0.2	i	3.1	8.6	i	i	i	i	i	i
Cc1ccc(S(=O)(=O)N2CCOC2CNC(=O)C(=O)NCCc2ccccc2)cc1 (centres undefined)	i	-12.1	i	4.0	-1.2	i	i	i	i	i	i
CNS(=O)(=O)c1cccc(C(=O)Nc2cccnc2)c1	i	-6.9	i	0.9	-6.3	i	i	i	i	i	i
CCOc1ccc(C(=O)Nc2ccc3c(c2)C(=O)NC3=O)cc1	i	-7.2	i	0.0	0.4	i	i	i	i	i	i
Cc1nn(-c2ccccc2)c(/N=C/c2ccc(O)cc2)c1-c1ccccc1	i	-8.1	i	1.2	7.0	i	i	i	i	i	i
O=C(NCc1ccncc1)c1cccc(S(=O)(=O)Nc2ccc(SC(F)F)cc2)c1	i	-13.9	i	16.3	9.8	i	i	i	i	i	i
CCOc1ccc(-n2c(C)c(C(C)=O)c3cc(O)ccc32)cc1	i	-7.8	11*	0.8	4.4	i	i	i	i	i	i
C=C1C(=O)[C@@]23[C@H](O)C[C@@H]4C(C)(C)CC[C@H](O)[C@@]4(C)[C@@H]2CC[C@@H]1[C@H]3O	i	-14.6	i	2.1	-14.6	i	i	i	i	i	i
O=C(Cn1cnc(Cl)c1Cl)c1ccccc1	i	-9.3	i	2.7	-1.0	i	i	i	i	i	i
COc1cccc(CC(=O)N2CCCC(CO)(Cc3ccc(F)cc3F)C2)c1 (centres undefined)	i	-5.5	i	.	-2.6	i	i	i	i	i	i
Cc1ccc(-c2noc(CNC(=O)COc3ccccc3C)n2)cc1	i	-8.5	i	0.1	-2.4	i	i	i	i	i	i
COc1ccc(/C=N\NC(=O)CNC(=O)C(c2ccccc2)c2ccccc2)cc1[N+](=O)[O-]	i	-10.4	i	-4.2	8.8	i	i	i	i	i	i
Carrying on.
SMILES	KCNK3 block	hERG rescue	TRPC4 potent	Dyrk1A ADPGlo	HDAC3 inhib	KCNQ1 pot	KCNK9 block	ANO1 block	TMEM16A act	KCNQ1 block	TRPC4 agonist
N#Cc1cc(N)c(Nc2ccccc2)cc1C#N	i	-10.8	i	-32.2	6.5	i	i	i	i	i	i
CCOC(=O)C1=NOC(CNC(=O)c2c(-c3ccccc3Cl)noc2C)C1 (centres undefined)	i	-5.9	i	2.1	-11.7	i	i	i	i	i	i
CN(c1ccccc1)S(=O)(=O)c1ccc(C(=O)Nc2ncccc2O)cc1	i	-11.1	i	1.6	?	i	i	i	i	i	i
Cc1ccc(-c2cc(C(=O)N3CCCCCC3)no2)cc1	i	-7.8	i	4.5	-2.7	i	i	i	i	i	i
COc1ccccc1Nc1nnc(SCc2cc(=O)n3cc(C)ccc3n2)s1	i	-12.1	i	6.3	-2.9	i	i	i	i	i	i
Cc1ccc(OCCCCN2CCCCC2)cc1	i	-4.6	i	5.9	-0.1	i	i	i	i	i	i
O=C(CCCc1ccccc1)Nc1ccc(Br)cc1F	i	-5.0	i	-1.5	1.6	i	i	i	i	i	i
CCCN1Cc2cccc(C(=O)Nc3ccc(CN4CCCC4)cc3)c2C1=O	i	-12.1	i	1.9	3.0	i	i	i	i	i	i
CNC(=O)NC(=O)CSc1nc(-c2cccs2)c(C#N)c(=O)[nH]1	i	-3.8	i	6.1	.	i	i	.	i	i	i
Cc1ccc(C2c3sc(=O)[nH]c3SC3C(=O)NC(=O)C32)cc1 (centres undefined)	i	-2.3	i	9.1	-6.2	i	i	i	i	i	i
COC(=O)c1ccc(OCC(O)CN2C(=O)NC(C)(C)C2=O)cc1 (centres undefined)	i	-7.0	i	4.7	.	i	i	.	i	i	i
O=C(N=Nc1c(O)[nH]c2ccc([N+](=O)[O-])cc12)c1ccccc1Cl	i	-7.8	i	6.3	3.7	i	i	i	i	i	i
Cc1nc2ccc(N3C(=O)CCC3=O)cc2[nH]1	i	3.1	i	2.1	0.5	i	i	i	i	i	i
COc1cc(CC(=O)OCC(=O)NC2CCCCC2)cc(OC)c1OC	i	-10.2	i	4.1	-4.1	i	i	i	i	i	i
CCOC(=O)NC(=O)CSc1nc2ccc(OCC)cc2[nH]1	i	-4.0	i	-1.2	6.7	i	i	i	i	i	i
COc1cccc(OC)c1/C(O)=C(\C#N)c1nc2ccccc2[nH]1	i	-2.8	i	3.5	3.8	i	-7.72*	i	i	i	i
CC(=O)C1=C(O)C(=O)N(CCC(=O)O)C1c1ccccc1[N+](=O)[O-] (centres undefined)	i	-8.6	i	-1.7	6.0	i	i	i	i	i	i
COC(=O)C(=Cc1ccc(OCc2ccc([N+](=O)[O-])cc2)c(OC)c1)C(=O)OC	i	-2.8	i	2.2	-3.1	i	i	i	i	i	i

Bioassay records as filed in PubChem.

Not all compounds are listed, so the mix of outcomes need not match the whole.
